# SSB-PriA inh = inhibitors of Klebsiella pneumoniae PriA binding to SSB C-terminal tail; AID 1272365; AlphaScreen SSBct-PriA binding, biotinylated peptide; 0.6% of 430,000 active; inhibition, % at 33 µM; in the data active = inhibition mostly above about 37%, no sharp cut-off; inactive = mostly below about 20%;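 also: plate controls were negative control peptide for no effect and reference peptide for full effect; strong numbers were not always called active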
# Rv3671c inh = inhibits the M. tuberculosis serine protease Rv3671c | P9WHR9 | inhibition, % at 5.96 µM | 0.048% of 320,000 active | AID 2606; in the data active = inhibition above about 38%;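 also: extracellular domain of Rv3671c used as enzyme; 0% = enzyme with DMSO and 100% = no enzyme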
# Yp Topo-I inh = inhibitors of Yersinia pestis topoisomerase I; Y. pestis Topo-I cleavage product accumulation, plate reader; activity, % at 10 µM; 0.064% of 360,000 active; AID 504884; in the data active = activity above about 50%, passing the limit was not always enough; also: inactives centre near 2
# Anthrax LF prot = blocks Bacillus anthracis lethal factor protease; P15917; multiplex microsphere protease cleavage assay, LF; inhibition, % at 10 µM; 0.12% of 360,000 active; AID 588501; in the data active = inhibition above about 30%; also: plate controls were buffer without enzyme for full effect and enzyme alone for no effect
# Target sequence (P15917 whole entry, looked up): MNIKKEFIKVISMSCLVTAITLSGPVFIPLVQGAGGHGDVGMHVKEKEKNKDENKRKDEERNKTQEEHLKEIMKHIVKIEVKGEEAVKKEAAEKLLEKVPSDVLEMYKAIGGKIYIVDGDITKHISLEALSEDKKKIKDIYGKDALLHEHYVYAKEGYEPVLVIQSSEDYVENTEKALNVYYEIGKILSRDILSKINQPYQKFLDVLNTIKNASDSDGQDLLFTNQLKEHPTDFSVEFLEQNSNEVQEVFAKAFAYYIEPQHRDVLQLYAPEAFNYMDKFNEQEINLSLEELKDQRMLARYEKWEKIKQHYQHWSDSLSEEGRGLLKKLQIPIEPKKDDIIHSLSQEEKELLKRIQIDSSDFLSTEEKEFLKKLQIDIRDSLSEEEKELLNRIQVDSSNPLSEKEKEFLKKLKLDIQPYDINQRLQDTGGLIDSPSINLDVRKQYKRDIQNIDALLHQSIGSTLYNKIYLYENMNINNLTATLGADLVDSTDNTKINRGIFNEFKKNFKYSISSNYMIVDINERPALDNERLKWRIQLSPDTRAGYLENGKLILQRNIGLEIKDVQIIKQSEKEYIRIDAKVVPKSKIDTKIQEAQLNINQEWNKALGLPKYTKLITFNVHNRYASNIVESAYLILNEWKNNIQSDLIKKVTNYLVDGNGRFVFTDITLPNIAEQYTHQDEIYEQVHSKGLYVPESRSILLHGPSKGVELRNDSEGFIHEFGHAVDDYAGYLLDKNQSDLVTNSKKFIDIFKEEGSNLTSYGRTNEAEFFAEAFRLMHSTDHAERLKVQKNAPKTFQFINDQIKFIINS
# Vc quorum ag = quorum light induction in luxS cqsA deficient V. cholerae; 0.16% of 350,000 active; V. cholerae BH1578 lux reporter, luminescence, 6 h; AID 588436; activation, % at 18.7 µM; in the data active = activation mostly above about 9.7%, no sharp cut-off; also: not every result past the cut was called active; inactives centre near 0; reference of the scale not given here
# SARS 3CLpro inh = SARS-CoV 3CLpro protease inhibition; P0C6X7; recombinant SARS-CoV 3CLpro, quenched FRET peptide cleavage; inhibition, % at 6 µM; 0.14% of 290,000 active; AID 1706; in the data active = inhibition above about 12%
# PfHsp40 yeast = rescue of PfHsp40-mediated yeast toxicity. growth rescue, % at 12.5 µM. S. cerevisiae expressing PfHsp40, growth rescue, ATP luminescence. 0.68% of 340,000 active; in the data active = growth rescue above about 28%, passing the limit was not always enough;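 also: yeast W303a lacking pdr1 and pdr3 grown in galactose medium; growth measured after three days at 30 °C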
# MazEF act = MazEF (E. coli) toxin RNase activation. FAM/BHQ RNA-DNA oligo cleavage fluorescence, 5 h. activation, % at 20 µM. 0.32% of 350,000 active. AID 504720; in the data active = activation above about 50%
# Target sequence (P0AE70 whole entry, looked up): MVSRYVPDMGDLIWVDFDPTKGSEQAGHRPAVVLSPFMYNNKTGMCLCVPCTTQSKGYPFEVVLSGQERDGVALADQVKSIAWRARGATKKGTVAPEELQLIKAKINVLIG
# VHR inh abs = DUSP3 (human) phosphatase inhibition. P51452. recombinant VHR phosphatase, pNPP absorbance. inhibition, % at 13.3 µM. 0.52% of 290,000 active. AID 1654; in the data active = inhibition above about 50%; also: some compounds called inactive have numbers as strong as hits
# Target sequence (P51452 whole entry, looked up): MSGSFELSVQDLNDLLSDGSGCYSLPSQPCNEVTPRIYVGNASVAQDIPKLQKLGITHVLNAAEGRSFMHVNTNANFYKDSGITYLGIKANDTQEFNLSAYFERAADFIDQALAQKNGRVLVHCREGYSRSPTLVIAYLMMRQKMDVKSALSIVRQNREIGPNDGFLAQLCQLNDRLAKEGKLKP
# TcdB inh = blocks C. difficile toxin B glycohydrolase activity. TcdB glycohydrolase enzymatic assay, plate reader. inhibition, % at 9.99 µM. 0.24% of 350,000 active. AID 652162; in the data active = inhibition above about 10%
# * = called active by the depositor; i = inactive; . = no result given; & = joins results of further samples. These rows are one share of the data, so the mix of outcomes need not match the whole.
SMILES,SSB-PriA inh,Rv3671c inh,Yp Topo-I inh,Anthrax LF prot,Vc quorum ag,SARS 3CLpro inh,PfHsp40 yeast,MazEF act,VHR inh abs,TcdB inh
Cc1ccccc1C(=O)N1CCN(c2ccc(NC(=O)c3cccnc3Cl)cc2)CC1,-3,-5,-11,-6,i,0,1.0,-24,39,0.6
C[C@@H](C(=O)N1CCN(c2ccccc2)CC1)N1C(=O)C2CC=CCC2C1=O (some centres undefined),-9,1,5,-8,-1.5,.,-1.6,-1,.,1.9
CCCCn1c(SCC(=O)NC(C)CC)nc2ccc(N3CCOCC3)cc2c1=O (centres undefined),-3,4,-2,0,-0.3,-4,3.5,5,18,.
COc1cc(Cn2c(N)c(C(=O)NCc3ccco3)c3nc4ccccc4nc32)cc(OC)c1OC,16,-32,2,-1,-0.3,-1,-0.2,3,5,.
COC(=O)c1c(NC(=O)C2C3CCC(O3)C2C(=O)O)sc2c1CCCCCC2 (centres undefined),1,-12,8,0,-0.3,0,2.0,1,16,.
Cc1ccccc1NC(=S)NC(NC(=O)N(C)C)C(Cl)(Cl)Cl (centres undefined),0,5,-5,-3,i,4,1.6,1,29,.
Clc1ccccc1N1CCN(Cc2ccco2)CC1,-5,-1,7,17,i,3,0.7,4,18,2.7
C=CCn1c2ccccc2c2n[nH]c(=S)nc21,3,.,-1,-6,-0.4,3,0.7,4,25,-0.3
COc1ccc(Nc2cc(C(=O)NCCCN3CCOCC3)c3ccccc3n2)cc1OC,16,-6,-7,-5,i,6,-1.5,-2,2,.
COc1ccc2nc3n(c(=O)c2c1)-c1cc2ccccc2cc1C(=O)NC3Cc1ccccc1 (centres undefined),.,.,37,-1,-0.5,.,.,-8,.,0.8
CCCCCn1c(-c2ccco2)nc2nc3ccccc3nc21,-21,-10,16,3,.,-5,0.3,9,13,.
O=C(COC(=O)c1ccc(O)cc1O)NC1CC1,3,-3,-6,-3,1.7,.,3.5,1,.,1.4
CC1CCCN(c2c([N+](=O)[O-])c(=O)oc3ccccc23)C1 (centres undefined),-8,2,-6,-2,-0.9,-1,-2.3,-10,1,.
COc1ccc2nc3c(c(-c4ccccc4)c2c1)CCC3,-7,-7,34,-1,-0.4,0,-0.7,7,5,1.1
O=c1[nH]ncc(N2CCCCC2)c1Cl,-13,-2,-1,1,-0.2,1,5.5,-1,-5,.
Cc1cc(C)c(S(=O)(=O)N2CCN(c3ccc([N+](=O)[O-])c(-n4nc(C)cc4C)c3)CC2)c(C)c1,0,-8,12,-5,i,-2,1.0,-3,5,.
COc1ccc(CNC(=O)C2CCCN2S(=O)(=O)c2ccc(Cl)cc2)cc1 (centres undefined),-9,-4,5,-7,-0.4,4,0.5,-2,-18,0.9
CC(C)[C@@H]1CC[C@@H](C)C[C@H]1OC(=O)C[n+]1cc(-c2ccc(Cl)cc2)n2c1CCCCC2,8,1,8,0,-0.8,2,1.0,15,-15,2.4
CC(Cc1cccs1)NC(=O)Nc1ccccc1 (centres undefined),-14,-1,5,2,i,3,0.6,-6,10,.
CNC(=O)OCCc1n(C)cc[n+]1C,-13,-7,0,-2,-3.1,3,-0.9,9,-2,0.0
COc1ccc(CCNC(=O)CCn2c(SCC#N)nc3ccccc3c2=O)cc1OC,-4,-11,2,-34,-0.5,-1,1.6,-15,18,.
CCCCCc1cc(=O)oc2c(C(CCN3CCCCC3)c3cc(OC)c(OC)c(OC)c3)c(OC)cc(OC)c12 (centres undefined),17,-6,-20,-1,-0.6,.,-1.6,3,-4,1.4
CCOC(=O)NN1C(=O)c2ccccc2NC1c1ccc(OC)cc1OC (centres undefined),-11,0,6,-4,-0.9,2,-0.3,3,3,0.9
Cc1cccc(-c2nc3c(c(SCC(N)=O)n2)CCCC3)c1,-6,4,14,1,2.4,-5,-0.6,-1,3,.
CC(C)NC(=O)Cn1c(SCC(=O)NC2CCCC2)nc2ccccc21,4,0,-7,3,-0.3,-5,0.9,15,41,2.5

# The list goes on:
SMILES,SSB-PriA inh,Rv3671c inh,Yp Topo-I inh,Anthrax LF prot,Vc quorum ag,SARS 3CLpro inh,PfHsp40 yeast,MazEF act,VHR inh abs,TcdB inh
Cc1ccc(C(C(=O)NC(C)(C)C)N(Cc2ccco2)C(=O)Cn2nnc(-c3cccs3)n2)cc1 (centres undefined),-11,-6,-2,-7,i,-1,-0.6,7,12,.
Clc1ccc(CSc2nnc(-c3c[nH]c4ccccc34)o2)cc1,-11,-5,3,-4,i,1,0.1,5,9,.
O=C(N/C(=C\c1cccc([N+](=O)[O-])c1)C(=O)N1CCOCC1)c1ccco1,3,-1,0,4,-0.2,-2,1.3,-2,12,1.4
CCCCc1ccc(NC(=S)N2CCN(c3ncccn3)CC2)cc1,1,-4,4,-6,-2.8,1,0.3,0,15,1.2
CC(C)c1cc(C(N)=O)c(NC(=O)c2cccc(COc3ccc(Br)cc3)c2)s1,-38,-65,-15,1,i,-4,-0.9,-19,-19,.
Cc1ccccc1NC(=S)N(CCCN1CCOCC1)Cc1cccs1,3,3,-1,0,i,3,-1.1,-2,4,.
CC1OC(Oc2c(-c3cc(O)c(O)c(O)c3)oc3cc(O)cc(O)c3c2=O)C(O)C(O)C1O (centres undefined),8,.,-7,-2,-0.3,-1,0.0,-5,-18,-5.6
O=C(OCC12CC3CC(CC(C3)C1)C2)c1ccc(NCc2cc(O)ccc2O)cc1,-8,.,-19,-2,-0.8,.,2.4,15,.,-3.0
CC(=O)Nc1cccc(N(C)S(C)(=O)=O)c1,13,7,6,12,i,1,-0.9,7,4,.
O=[N+]([O-])c1ncn(Cc2c(Cl)cccc2Cl)n1,-7,.,-5,-1,-1.1,-1,1.3,3,-2,0.1
O=S(=O)(NCc1cccnc1)c1cccc2cccnc12,-19,-5,11,-1,i,4,-0.7,0,12,5.0
O=C(O)CC1(CC(=O)NCc2cccc(Cl)c2)CCCCC1,-6,-3,-5,-8,i,4,0.0,3,0,0.6
Nc1nc(SCC(=O)NCCCO)nc2sc3c(c12)CCC3,-7,4,-8,-3,-0.1,3,0.1,6,0,.
Cc1ccccc1OCC(=O)Nc1ccc2c(c1)OCCO2,0,0,4,-6,i,2,3.2,2,3,2.8
O=C(Cn1nc(Cc2cccnc2)c2ccccc2c1=O)N1CCN(c2ccccn2)CC1,2,5,8,-2,-0.4,2,0.4,10,34,0.0
COc1ccccc1C(=O)ON=C1c2ccccc2-c2ccccc21,-12,-35,12,-1,-0.2,4,0.9,-17,8,.
C=Cn1c(P(=S)(N2CCOCC2)N2CCOCC2)cc2c1CCCC2,7,-6,19,12,i,2,-0.8,6,27,.
COc1ccc(CCN(C)C(=O)CN2C(=O)NC3(CCCc4ccccc43)C2=O)cc1OC (centres undefined),-14,1,-3,-3,i,.,0.4,-11,.,3.3
Cc1cc(-c2ccc(S(=O)(=O)N3CCN(C)CC3)s2)on1,3,-13,3,-2,0.9,-7,-0.5,3,24,0.8
Cc1noc(C(=O)Nc2c(C)nn(Cc3ccccc3)c2C)c1Cl,-10,-1,6,-3,-0.3,-4,-0.2,3,-9,1.5
COc1cc(C(C)=O)ccc1OCC(O)CN1CCN(c2ccccc2)CC1 (centres undefined),1,8,0,-13,-0.3,3,-1.6,-6,15,1.6
CC(C)(C)c1ccc(C(=O)NNC(=O)c2ccc(Cl)cc2)cc1,6,-14,-4,0,i,-2,1.0,-1,-5,2.6
Cn1c(CNc2ccccc2)nc2ccccc21,1,5,0,-3,i,-3,-1.1,0,21,.
COCCCNC(=S)NCCCNc1nc2cc3c(cc2cc1C#N)OCO3,-8,5,-10,0,-4.0,-5,0.5,0,-15,0.7
CCOc1ccc(NC(=O)CC2S/C(=N/N=C3CCCCCC3)NC2=O)cc1 (centres undefined),.,3,25,-6,-3.2,2,0.6,-5,-23,1.8

# Among those listed so far, three contain two or more sulfur atoms:
SMILES,SSB-PriA inh,Rv3671c inh,Yp Topo-I inh,Anthrax LF prot,Vc quorum ag,SARS 3CLpro inh,PfHsp40 yeast,MazEF act,VHR inh abs,TcdB inh
Cc1ccccc1NC(=S)N(CCCN1CCOCC1)Cc1cccs1,3,3,-1,0,i,3,-1.1,-2,4,.
Nc1nc(SCC(=O)NCCCO)nc2sc3c(c12)CCC3,-7,4,-8,-3,-0.1,3,0.1,6,0,.
Cc1cc(-c2ccc(S(=O)(=O)N3CCN(C)CC3)s2)on1,3,-13,3,-2,0.9,-7,-0.5,3,24,0.8

# (cont.)
SMILES,SSB-PriA inh,Rv3671c inh,Yp Topo-I inh,Anthrax LF prot,Vc quorum ag,SARS 3CLpro inh,PfHsp40 yeast,MazEF act,VHR inh abs,TcdB inh
COc1ccc(C(=O)CCN2CCCC(C)C2)cc1 (centres undefined),3,-4,5,-2,0.6,-2,-0.9,8,1,1.3
Cc1cc(=O)n(C)c(=O)n1CC(=O)N1CCCCCC1,-22,3,3,1,5.0,2,-0.7,1,9,.
O=C(CCCC(=O)NCc1ccc(F)cc1)NCc1ccc(F)cc1,-2,-1,-6,1,-0.6,1,-1.4,0,31,1.5
CCCCOc1ccc(NC(=O)C2OC3OC(C)(C)OC3C3OC(C)(C)OC23)cc1 (centres undefined),2,0,2,0,-1.1,1,0.2,-4,-4,.
Cc1nc(-c2ccccc2)sc1-c1nc(-c2ccccc2)ncc1S(=O)(=O)c1ccccc1,-8,1,2,-4,i,0,-2.6,-2,4,.
Cc1cc([N+](=O)[O-])nn1CC(=O)N/N=C/c1ccccc1F,i,-1,-2,-2,-0.4,-1,-0.3,10,-18,0.0
Cc1ccc(C(=O)CSc2nnc(-c3cccnc3)n2N)cc1,1,10,3,-8,-1.4,3,1.8,-1,17,.
CCCCN=C1NC(=O)C(CC(=O)NCCc2ccc(OC)cc2)S1 (centres undefined),5,-9,-5,1,0.0,5,-0.2,-11,8,0.1
CCCCCC(=O)NC(=S)Nc1cccc(C(C)=O)c1,-3,0,10,0,i,2,3.9,2,-5,-0.1
CC(C)c1ccc(NC(=S)NC2CC3C=CC2C3)cc1 (centres undefined),-11,1,6,-8,-0.8,6,7.1,7,8,1.9
Cc1ccc(OC(C)C(=O)Nc2ccccc2C(=O)N2CCN(C)CC2)cc1 (centres undefined),-11,-1,8,-3,-0.1,5,1.1,-8,25,1.3
Cc1cc(Br)ccc1NC(=S)NCCc1ccccc1,-13,.,13,5,-2.2,-1,2.0,4,26,0.6
O=C(NC(=S)NCc1ccco1)c1cccc(Cl)c1,.,-10,12,-1,-0.2,2,-0.5,.,2,1.7
C=CCNC(=O)N1CCCC(C(=O)c2cccc(Cl)c2)C1 (centres undefined),-22,-1,-4,-1,-0.2,2,1.3,0,4,0.4
C[C@@H]1CCCCO[C@H](CN(C)Cc2ccc3c(c2)OCO3)[C@H](C)CN([C@@H](C)CO)C(=O)c2cc(NC(=O)c3ccccc3)ccc2O1,.,.,35,-12,-2.1,.,.,-3,.,-5.5&0.0
CCOCCCNC(=O)c1ccc2c(c1)ncn2-c1cccc(C)c1,1,6,-2,-4,-0.3,2,-2.0,3,-10,0.1
CC(C)c1cc(N=O)cc(C(C)C)c1O,-15,.,-3,6,1.2,.,-2.2,8,.,0.7
CCOC(=O)c1c(C)c(C(=O)O)n(C)c1C,0,9,3,-1,-0.2,1,0.2,1,30,.
Cc1cccc(OC(=O)n2c(=S)oc3cc(Cl)ccc32)c1,-2,17,-11,-1,-0.3,4,0.0,-11,13,.

# As entered above:
# Entry of `C=CCNC(=O)N1CCCC(C(=O)c2cccc(Cl)c2)C1` (centres undefined) under Yp Topo-I inh: -4
# Entry of `Cc1ccc(C(=O)CSc2nnc(-c3cccnc3)n2N)cc1` under Anthrax LF prot: -8
# Entry of `Cc1cc(Br)ccc1NC(=S)NCCc1ccccc1` under SARS 3CLpro inh: -1
# Entry of `Cc1nc(-c2ccccc2)sc1-c1nc(-c2ccccc2)ncc1S(=O)(=O)c1ccccc1` under PfHsp40 yeast: -2.6

# Record cards, from the list above. Values in the order: SSB-PriA inh | Rv3671c inh | Yp Topo-I inh | Anthrax LF prot | Vc quorum ag | SARS 3CLpro inh | PfHsp40 yeast | MazEF act | VHR inh abs | TcdB inh
# `CCCCCC(=O)NC(=S)Nc1cccc(C(C)=O)c1` reads -3 | 0 | 10 | 0 | i | 2 | 3.9 | 2 | -5 | -0.1
# `CCOCCCNC(=O)c1ccc2c(c1)ncn2-c1cccc(C)c1` reads 1 | 6 | -2 | -4 | -0.3 | 2 | -2.0 | 3 | -10 | 0.1

# Compound activity (PubChem BioAssay)
